EPAC2 agonist = activates human EPAC2 exchange factor. Q8WZA2. EPAC2 activation, biochemical qHTS; response scale: 100% = 6.5 mM cAMP response. Potency, µM (doses to about 154 µM), inactives show top-dose activation, actives largely listed as activators. 360,000 compounds, 0.079% hits. AID 720711; note: nearly all actives have a fitted effect of over 50% in size
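qHTS, titration series. 100 nM EPAC2 / 250 nM Rap1B-BODIPY-GDP / 50 uM GDP; RT; ex 480/em 540 nm, 5-min reads to 30 min. Norm. to 6.5 mM cAMP = activation.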
EPAC1 antag = EPAC1 (human) antagonism. AID 720709. O95398. 360,000 compounds, 0.14% hits. EPAC1 GEF assay, Rap1b-BODIPY-GDP exchange fluorescence. Potency, µM (highest dose often 115 µM), for inactives: top-dose activity change, negative = inhibition, actives largely listed as inhibitors;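 note: plate controls were vehicle for no effect and positive control for full effect; nearly all actives have a fitted effect of over 50% in size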
FUS suppressor = suppressors of FUS proteinopathy in yeast | S. cerevisiae FUS-expressing, growth rescue, OD600, 24 h | Potency, µM (highest dose often 76.6 µM), inactives show at the top dose growth rescue (activation), hits mostly activators | 390,000 compounds, 0.24% hits;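 note: plate controls were DMSO vehicle for no effect and reference control for full effect; nearly all actives have a fitted effect of over 55% in size; some results filed as inactive show a strong effect at the top dose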
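Read-out: OD at 600 nm after 24hr at 30C, reporting rescue of FUS-induced yeast toxicity. Cells at OD 0.005 in galactose (2%) minimal medium; compounds tested in a dilution series; CP55940 titration from 92uM final as control.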
TDP-43 yeast inh = TDP-43 toxicity inhibition in yeast; TDP-43 expressing yeast growth rescue, BacTiter-Glo, 24 h; Potency, µM (series often up to 46.1 µM), inactives show at the top dose growth rescue (activation), usual class: activators; AID 652104; 410,000 compounds, 1.8% hits; note: % of control where 0% means no effect; nearly all actives have a fitted effect of over 50% in size
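Readout is BacTiter-Glo luminescence of cell growth, so inhibitors register as activators. TDP-43-expressing yeast at OD600=0.02 in galactose medium, after raffinose pregrowth to mid-log, were incubated with compound for 24 hr at 30 deg C.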
EPAC1 agonist = EPAC1 (human) agonism; 360,000 compounds, 0.073% hits; O95398; EPAC1 agonist qHTS, biochemical assay; response scale: 100% = response to 6.5 mM cAMP; AID 720707; Potency, µM (titrated, usually from 154 µM), without a hit: at the highest dose activation, actives largely listed as activators; note: nearly all actives have a fitted effect of over 60% in size
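EPAC1 100 nM, Rap1B–BODIPY-GDP 250 nM, unlabeled GDP 50 uM; compound titration; 5 min RT; kinetic read ex480/em540 at 5-min intervals ×30 min; data normalized to 6.5 mM cAMP agonist control.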
EPAC2 antagonist = EPAC2 (human) antagonism; AID 720708; Potency, µM (titrated, usually from 114 µM), for the others: top-dose activity, negative = inhibition, usual class: inhibitors; 360,000 compounds, 0.18% hits; EPAC2 GEF exchange of Rap1B-BODIPY-GDP, fluorescence; note: % is set by controls: 0 for no effect and ±100 for the full control effect; nearly all actives have a fitted effect of over 45% in size; many of its hits are not listed in these tables
aSyn rescue = alpha-synuclein toxicity inhibition in yeast | Potency, µM (series often up to 46.1 µM), for the others: at the highest dose growth rescue (activation), usual class: activators | Yeast expressing alpha-synuclein, growth rescue, BacTiter-Glo, 24 h | AID 652106 | 370,000 compounds, 0.14% hits; note: % of control where 0% means no effect; nearly all actives have a fitted effect of over 65% in size
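Readout is rescue of growth in alpha-synuclein-expressing yeast, so inhibitors of toxicity appear as activators. Growth after 24 hr at 30 deg C in galactose medium is quantified by luminescence.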
PTHR1 agonist = agonists of human PTHR1 parathyroid hormone receptor | HEK293 GP2 PTHR1 cells, GloSensor cAMP luminescence, 1 h | Potency, µM (highest dose often 115 µM), for inactives: at the top dose activation, most hits filed as activators | 410,000 compounds, 0.075% hits | Q03431 | AID 743266; note: nearly all actives have a fitted effect of over 55% in size; some results filed as inactive show a strong effect at the top dose; inactives centre near -15; many of its hits are not listed in these tables
Target sequence (Q03431 whole entry, looked up): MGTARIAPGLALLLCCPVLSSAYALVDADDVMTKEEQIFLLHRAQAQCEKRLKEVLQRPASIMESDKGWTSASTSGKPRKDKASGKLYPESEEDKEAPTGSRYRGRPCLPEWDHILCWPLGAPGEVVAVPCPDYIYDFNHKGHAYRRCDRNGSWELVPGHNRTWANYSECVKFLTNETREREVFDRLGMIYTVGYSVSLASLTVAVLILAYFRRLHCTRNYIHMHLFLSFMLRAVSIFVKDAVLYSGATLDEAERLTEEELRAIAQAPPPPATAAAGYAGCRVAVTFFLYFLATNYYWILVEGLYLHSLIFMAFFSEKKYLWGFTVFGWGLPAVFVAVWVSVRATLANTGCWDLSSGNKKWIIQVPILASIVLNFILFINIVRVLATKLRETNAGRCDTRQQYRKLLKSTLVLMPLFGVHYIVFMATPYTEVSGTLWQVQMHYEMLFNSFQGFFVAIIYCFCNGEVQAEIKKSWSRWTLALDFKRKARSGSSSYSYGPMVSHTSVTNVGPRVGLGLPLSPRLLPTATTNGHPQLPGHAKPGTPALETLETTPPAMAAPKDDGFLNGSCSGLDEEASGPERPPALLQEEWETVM
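HEK-293-derived GP2 cells expressing PTHR1 and a GloSensor cAMP reporter, 3,000/well, plated overnight, given luciferin plus IBMX (each 0.5 mM as added) for 1 h at 37 °C, then compound for 1 h at 37 °C. Luminescence was read after 15 min at room temperature.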
The depositor's hits bear a star; i = inactive; ? = inconclusive; nt = no result given; & = joins results of further samples; [ ] = dose if it differs, or a comment. Calls come from the whole dose curve; as a rule, active = well fitted curve in the direction sought with a large enough effect; inconclusive = small, poorly fitted or top-dose-only effect, or another doubt; inactive = no such curve, though single readings can be large; an effect the other way counts as inactive or inconclusive. Potency is the fitted concentration of half-maximal effect. This is a subset; rates above refer to the full screens.

SMILES	EPAC2 agonist	EPAC1 antag	FUS suppressor	TDP-43 yeast inh	EPAC1 agonist	EPAC2 antagonist	aSyn rescue	PTHR1 agonist
Cc1ccn2c(Nc3ccccc3C)c(-c3ccccn3)nc2c1	21%	6%	30%&8%	-25%&20%	9%	-28%	1%	i
COc1ccccc1C(=O)Nc1ccc(C(=O)O)cc1	8%	3%	11%	?	2%	-18%	7%	?
CCOCCCNC(=O)c1ccc(/C=C2\Oc3ccccc3N(C)C2=O)cc1	-9%	11%	-12%	20%	-8%	-6%	5%	-1%
O=C(NCCCN1CCN(c2ccccc2)CC1)C1CCCN(c2ncnc3c2nc2n3CCCCC2)C1 (stereo not drawn)	5%	-8%	-5%	3%	0%	1%	-4%	-23%
O=C(NCc1ccccc1)N1CCn2c(nc3ccccc32)C1	9%	-11%	8%	-1%	3%	-9%	2%	i
N#CCOc1ccc(C2=NO[C@@H]3[C@@H]4C[C@@H]([C@H]5C(=O)N(c6ccc7c(c6)OCO7)C(=O)[C@@H]45)[C@H]23)cc1	6%	9%	30%	-2%	17%	-9%	-1%	-10%
Cn1nnnc1SCc1ccc(CSc2nnnn2C)cc1	6%	-25%	-6%	-15%[0.397 µM]	8%	-2%	0%	i
O=C(O)c1cccc(N2C(=O)/C(=C/c3ccc([N+](=O)[O-])cc3)C=C2c2ccccc2)c1	2%	-10%	-1%	7%	-5%	-13%[57.1 µM]	3%	-51%[inhibitor]
O=C(COC(=O)/C=C/c1cccc(C(F)(F)F)c1)NCc1cccs1	-5%	-5%	nt	19%	5%	-1%	-4%	i
CC1=C([N+](=O)[O-])C(c2ccccc2Cl)NC(=O)N1C (stereo not drawn)	0%	2%	29%	5%	-5%	-4%	-13%	-9%
Cn1c(CCN2CCOCC2)nc2cc(NS(=O)(=O)c3ccccc3)ccc21	1%	-16%	16%	-4%	11%	1%	-1%	-38%[inhibitor]
Cc1nnc2sc(-c3ccncc3)nn12	6%	-13%	6%	8%	3%	1%	13%	-14%
CC(C)CNC(=O)C1(C)CCCN1C(=O)c1csnn1 (stereo not drawn)	14%	18%	-16%	11%	-3%	10%	-2%	-28%
CC(=O)n1c2ccccc2c2nc3ccccc3nc21	8%	4%	-18%	21%	8%	12%	9%	i
CCC(=O)N1CCN(c2cc(N3CCCC3)c(F)cc2[N+](=O)[O-])CC1	13%	0%	-5%	0%	0%	-1%	-1%	-14%
O=c1c(C(c2ccc(F)cc2)c2c(O)nc3n(c2=O)CCCS3)c(O)nc2n1CCCS2	6%	-9%	-8%	3%	5%	8%	-5%	-27%
CCn1c2ccccc2c2cc(NS(=O)(=O)c3ccc(C)cc3)ccc21	12%[15.6 µM]	-12%	35%	8%	-8%	-6%	3%	i
Cc1nc(C)c(C(=O)C2=C(O)C(=O)N(CCN3CCOCC3)C2c2ccco2)s1 (stereo not drawn)	6%	-4%	-8%	28%	4%	1%	0%	i
COc1cc(N)c(Cl)cc1C(=O)OCC(=O)NC(=O)NCc1ccco1	4%	-7%	0%	2%	-1%	-9%	-7%	0%
Oc1ccc(N=C/C=C/c2cccc(Br)c2)cc1-c1nc2ccccc2s1	-3%	?	?	?	-1%	?	-4%	-41%[inhibitor]
COc1ccc(Br)cc1CNC(=O)Cc1c(C(=O)O)[nH]c2ccc(Cl)cc12	4%	-14%	3%	11%[9.22 µM]	-2%	-13%	0%	-19%
CN(C)CCNC(=O)c1onc(CSc2ccc(F)c(F)c2)c1C(=O)NCCN(C)C	2%	2%	-33%	-2%	-10%	6%	0%	-16%
CC(C(=O)NCc1ccccc1)N1CCN(c2ccc(F)cc2)CC1 (stereo not drawn)	4%	-13%	1%	-8%	4%	0%	0%	i
CC(C)Cn1c(SCC(=O)Nc2cccnc2Cl)nnc1-c1ccco1	-6%	19%	12%	-4%	0%	6%	8%	i
c1coc(CN2CN=C(Nc3nc4ccccc4s3)NC2)c1	-24%	7%	13%	6%	-13%	-1%	1%	i

A few values from above:
COc1cc(N)c(Cl)cc1C(=O)OCC(=O)NC(=O)NCc1ccco1 | EPAC1 antag: -7%
N#CCOc1ccc(C2=NO[C@@H]3[C@@H]4C[C@@H]([C@H]5C(=O)N(c6ccc7c(c6)OCO7)C(=O)[C@@H]45)[C@H]23)cc1 | EPAC2 antagonist: -9%

Next part
SMILES	EPAC2 agonist	EPAC1 antag	FUS suppressor	TDP-43 yeast inh	EPAC1 agonist	EPAC2 antagonist	aSyn rescue	PTHR1 agonist
COc1ccc(C(=O)N(C)C2CCCN(Cc3ccccc3F)C2)cc1C (stereo not drawn)	3%	9%	1%	-15%	8%	-4%	-6%	i
CCNc1nc(NCC)n2c(SCc3ccc(F)cc3)nnc2n1	10%	-4%	8%	-12%	8%	1%	-2%	?
CCS(=O)(=O)N1CCC(C(=O)N2CCOCC2)CC1	13%	2%	-6%	-18%	8%	-1%	-7%	-17%[57.5 µM]
C/C(=N\Nc1ncc(Cl)cc1Cl)c1ccc(C#N)cc1	9%	-19%	-9%	28%	2%	0%	-1%	i
CSCCC(NC(=O)c1ccccc1)C(=O)NNC(=O)c1csc(N2CCOCC2)n1 (stereo not drawn)	8%	-2%	14%	-9%	-9%	1%	-5%	i
CCOC(=O)c1cn(CC(=O)Nc2cccc(F)c2)nn1	1%	23%	-7%	-8%[0.397 µM]	-8%	3%	5%	i
CN(c1ccccc1)S(=O)(=O)c1ccc2ccccc2c1	8%	-5%	-2%	20%	-4%	-17%	0%	i
O=C(COC(=O)c1cc(S(=O)(=O)N2CCOCC2)ccc1Cl)NCc1ccc2c(c1)OCO2	8%	-2%	11%	9%	12%	-13%	3%	-14%
c1cnc2c(SCc3ccc(-c4nnco4)cc3)cccc2c1	-9%	-11%	4%	-11%	-3%	-9%	-1%	-6%
CCOC(=O)c1ccc(NC(=O)Cn2nnc(-c3ccc(C)cc3)n2)cc1	4%	-13%	8%	10%	-8%	3%	-4%	5%[57.5 µM]
O=C(O)C1CCCN1S(=O)(=O)c1cccc2nsnc12 (stereo not drawn)	14%	?	28%	-16%[9.22 µM]	4%	3%	-1%	-5%
O=C(COc1ccc(Cl)cc1Cl)N(c1ccccn1)C1CCCCC1	21%	-16%	22%	0%	-1%	-2%	-9%	-28%
O=C(COC(=O)c1ccc(Br)cc1)NCc1ccc(F)cc1	1%	-14%	-2%	nt	2%	0%	-10%	i
CC(CN1CCCC1)OC(=O)c1ccc(Cl)cc1Cl (stereo not drawn)	-1%	0%	-17%	-3%	-1%	4%	1%	6%
CCOC(=O)c1sc(NC(=O)c2cccc(S(=O)(=O)N3CCN(C)CC3)c2)cc1C	3%	-20%	3%	-6%	21%	-2%	-3%	i
Cc1cccc2c(=O)cc(C)n(CC(=O)N3CCOCC3)c12	2%	-4%	-3%	-13%	3%	-4%	0%	i
Cc1ccccc1OCC(=O)N/N=C/C=C/c1ccccc1	2%	-6%	6%	21%	1%	-5%	4%	i
CCc1ccccc1NC(=S)N(CCN(C)C)C(C)c1cccnc1 (stereo not drawn)	6%	1%	9%	18%	7%	2%	-13%	i
CCc1noc(C)c1C(=O)Nc1ccc(-c2nnc3n2CCCCC3)cc1	7%	-24%	12%	6%	-1%	-4%	-3%	-10%
CC(C)(C)Nc1nc(N2CCCC2)nc(N2CCCC2)n1	-20%	-8%	6%	5%	1%	-27%[57.1 µM]	4%	-92%[inhibitor][57.5 µM]
COc1ccc(-c2[nH][nH]c(=O)c2NC(=O)c2ccc(C)cc2)cc1	5%	8%	-15%	6%	4%	21%	-11%	-22%
CN(C(=O)c1cccc(NC(=O)Cc2ccc(NC(=O)C3CCCN(C(=O)CCc4ccccc4)C3)cc2)c1)C1CCCCC1 (stereo not drawn)	5%	-12%	?	15%	-4%	-7%	8%	-48%[inhibitor]
C[C@H](O)Cc1cn(-c2cc3cc(C#Cc4ccsc4)ccc3oc2=O)nn1	2%	1%	-16%	2%	-10%	15%	-2%	i
Cc1cc(C(=O)NC2CCCc3ccccc32)ccc1[N+](=O)[O-] (stereo not drawn)	8%	-11%	16%	?	4%	-9%	-1%	-4%
COc1ccc(NC(=O)CCC(=O)N/N=C/c2cn(C)nc2C)cc1	-3%	8%	2%	6%	10%	2%	2%	i

The list goes on.
SMILES	EPAC2 agonist	EPAC1 antag	FUS suppressor	TDP-43 yeast inh	EPAC1 agonist	EPAC2 antagonist	aSyn rescue	PTHR1 agonist
C/C(CC(=O)Nc1ccccc1-c1ccccc1)=N\NC(=O)COc1ccc(C)cc1Br	-19%	0%	28%	7%	9%	-8%[57.1 µM]	3%	i
COC(=O)C(CC(C)C)NC(=O)CSc1nc(-c2ccccc2)c(C#N)c(=O)[nH]1 (stereo not drawn)	0%	2%	22%	?	4%	-3%	0%	i
COc1cc(/C=N/Nc2cc(C)nc(NS(=O)(=O)c3ccc(C)cc3)n2)ccc1O	1%	-5%	9%	-11%[9.22 µM]	0%	-1%	-3%	i
COc1ccc(OC)c(NC(=O)CC2Oc3ccccc3NC2=O)c1 (stereo not drawn)	4%	4%	-16%	17%	3%	-7%	6%	-19%
O=C(O)Cc1cccc(=O)c(O)c1C(=O)O	4%	-11%	nt	11%	4%	-13%	-2%	1%
COc1cccc(NC(=O)c2nn(C)c(C(=O)Nc3cccc(OC)c3)c2[N+](=O)[O-])c1	16%	?	14%	23%	20%	-10%	1%	-1%
Cc1ccc(-c2nnc(Nc3ccccc3)c3ccccc23)cc1S(=O)(=O)NCC1CCCO1 (stereo not drawn)	4%	11%	55%	8%	12%	1%	-9%	i
S=C(NCCN1CCOCC1)Nc1ccccc1Cl	3%	-5%	nt	0%	-15%	9%	1%	i
Cc1ccc(-c2ccc(C(=O)O)o2)cc1Cl	5%	-5%	2%	?	-3%	-2%	13%	i
Cn1nnnc1SCCNCc1ccccc1F	1%	10%	26%	0%	2%	9%	-12%	i
NC(=O)CC(NC(=O)c1ccc(Br)cc1)c1ccc(N2CCC(Br)CC2)c([N+](=O)[O-])c1 (stereo not drawn)	5%	-2%	-3%	-16%	-25%	8%	5%	-60%[inhibitor]
Cc1ccc(C(C)C)c(OCC(=O)Nc2ccc3c(c2)nc(CCN2CCCCC2)n3C)c1	1%	10%	14%	-6%	3%	-23%	0%	-4%

Just EPAC1 antag (4 entries from above):
smiles | EPAC1 antag
S=C(NCCN1CCOCC1)Nc1ccccc1Cl | -5%
Cc1ccc(-c2ccc(C(=O)O)o2)cc1Cl | -5%
Cn1nnnc1SCCNCc1ccccc1F | 10%
NC(=O)CC(NC(=O)c1ccc(Br)cc1)c1ccc(N2CCC(Br)CC2)c([N+](=O)[O-])c1 (stereo not drawn) | -2%

Compound activity as filed in PubChem BioAssay.
